D2 antagonist – antagonists of human D2 dopamine receptor; P14416; inhibition, % at 10 µM; 340,000 tested, 2% active; HEK293 TREx D2 cells, calcium flux, dopamine EC80; AID 485344; in the data active = inhibition above about 30%; note: 0% is about no effect
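Measurement of antagonist activity uses fluorescent calcium dye in inducible HEK293 T-REx D2 cells: 10 s baseline, compound addition with 180 s read, EC80 dopamine addition with a further 180 s read.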
GRP78 ERSR act – ER stress response induction in glioma | AID 602332 | Potency, µM, for the others: at the highest dose activation, actives largely listed as activators | 420,000 tested, 0.02% active | U87-MG GRP78 promoter luciferase reporter, 16 h; note: potency is the fitted concentration of half-maximal effect; series mostly up to about 76 µM; % of control where 0% means no effect; nearly all actives have a fitted effect of over 35% in size
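Stably transfected U87-MG human glioma cells carrying a GRP78-based luminescent sensor were seeded at 1000 cells/well, pin-dosed with compounds and incubated 16 h. Luciferase reagent was then added, and end-point luminescence was read after 10 min at room temperature.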
D2 ag – agonists of human D2 dopamine receptor; HEK293 T-REx D2 cells, calcium flux agonist mode; activation, % at 2 µM; 340,000 tested, 0.53% active; AID 485358;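 active = activation over 3 SD above normal in the single-dose calcium agonist read, cut at about 30% in these data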; note: 0% is about no effect
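Agonism scored from kinetic calcium signal (1 read/sec, 180 s) following compound pin transfer, after a 10 s baseline. Cells: HEK293 Trex line expressing inducible D2 receptor coupled to calcium, dye-loaded after overnight culture at 30 C.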
ERG Ets-DNA blk – blocks human ERG Ets domain binding to DNA. P11308. Potency, µM (series often up to 76.9 µM), without a hit: top-dose FP activity, negative = inhibition, most hits filed as inhibitors. 370,000 tested, 0.028% active. fluorescence polarization, His-ERG Ets domain / labelled DNA; active = well fitted inhibition curve with a large enough effect in the polarisation, with a control signal flat; inconclusive = small, poorly fitted or top-dose-only effect, or effect the other way, or a change in a side signal; inactive = no such curve, though single readings can be large or run the other way; the % refers to the polarisation;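 note: polarization taken with two DNA probes labelled with fluorescein and Texas red; potency is the fitted concentration of half-maximal effect; % of control where 0% means no effect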
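His-tagged ERG Ets domain (1 uM in the protein solution; 300mM KCl, 50mM Tris-HCl, 1mM EDTA, 1mM DTT, pH 7.5) received compound, then a probe mix of 5 nM fluorescein-DNA and 100nM Texas-615-DNA. Fluorescence polarization was read for both dyes.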
Vif-APOBEC3F blk – blocks the Vif interaction with APOBEC3F; HeLa A3F-eYFP + Vif (tagged APOBEC3F with the HIV-1 protein that degrades it), YFP fluorescence increase; Potency, µM (top dose mostly 46.1 µM), for inactives: top-dose activity, negative = active; 390,000 tested, 0.2% active; AID 602313; note: potency is the fitted concentration of half-maximal effect; % of control where 0% means no effect; nearly all actives have a fitted effect of over 65% in size
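HeLa cells stably expressing A3F-eYFP plus Vif, plated and incubated overnight at 37 deg C, then exposed to compounds overnight at 37 deg C. Blocked degradation read as raised yellow fluorescence (Ex 488/Em 500-530).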
LDHA block – LDHA (human) enzyme inhibition | P00338 | purified LDHA, NADH/diaphorase-resazurin fluorescence; stronger effect = lower value | activity change, % (values are at about 110 or 230 µM) | 480,000 tested, 0.15% active | AID 1347041; in the data active = activity change below about -30%; inconclusive = mostly about -25% to -30%;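 note: plate controls were DMSO wells for no effect and wells without enzyme for full effect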
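Human LDH5 (2 nM) was incubated with 0.06 mM NADH and 0.2 mM pyruvate for 5 min at room temperature in Tris pH 7.4. Remaining NADH was coupled through diaphorase/resazurin, and resorufin fluorescence was read at 0 and 20 min.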
Vif-A3G inh – inhibitors of Vif-APOBEC3G interaction | HeLa A3G-eYFP + Vif (tagged APOBEC3G with the HIV-1 protein that degrades it), YFP fluorescence, overnight | Potency, µM (top dose mostly 46.1 µM), for inactives: at the highest dose activity, negative = active, actives largely listed as inhibitors | 410,000 tested, 0.076% active;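 note: potency is the fitted concentration of half-maximal effect; % is set by controls: 0 for no effect and ±100 for the full control effect; nearly all actives have a fitted effect of over 60% in size; hits raise eYFP signal because A3G escapes Vif-driven loss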
Target sequence (Q9HC16 whole entry, looked up): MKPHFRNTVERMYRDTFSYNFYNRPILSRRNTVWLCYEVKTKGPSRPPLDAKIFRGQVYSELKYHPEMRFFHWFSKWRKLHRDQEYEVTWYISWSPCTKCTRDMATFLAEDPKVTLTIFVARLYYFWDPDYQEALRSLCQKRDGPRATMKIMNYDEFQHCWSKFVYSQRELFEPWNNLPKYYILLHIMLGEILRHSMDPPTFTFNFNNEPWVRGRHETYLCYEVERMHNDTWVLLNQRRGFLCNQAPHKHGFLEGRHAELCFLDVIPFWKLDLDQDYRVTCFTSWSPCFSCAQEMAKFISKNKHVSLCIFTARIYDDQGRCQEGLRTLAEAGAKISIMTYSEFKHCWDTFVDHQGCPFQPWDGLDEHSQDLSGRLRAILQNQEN
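Read-out is eYFP fluorescence (Ex 488/Em 500-530) from Vif-expressing HeLa A3G-eYFP cells; more signal means A3G escaped Vif-mediated degradation. Cells plated overnight, compound pinned in, incubated overnight at 37 deg C.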
RGS4 inhibitor – inhibitors of human regulator of G protein signaling 4 | Transcreener GDP fluorescence polarization, RGS4-accelerated GTP hydrolysis | Potency, µM (doses to about 114 µM), without a hit: top-dose activity change, negative = inhibition, actives largely listed as inhibitors | 390,000 tested, 0.039% active | AID 504845; note: potency is the fitted concentration of half-maximal effect; % is set by controls: 0 for no effect and ±100 for the full control effect; nearly all actives have a fitted effect of over 75% in size; some results filed as inactive show a strong effect at the top dose
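MLSMR compounds (23 nl, pin-transferred) preincubated 10 min at room temperature with a 500nM (2x) first reagent, then RGS4 at 900nM (2x) plus Transcreener GDP mix added; fluorescence polarization (620/688 nm) read before and after 90 min at 30 °C.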
ALOX12 inh – blocks human arachidonate 12S-lipoxygenase; P18054; Potency, µM (doses to about 108 µM), for inactives: top-dose activity change, negative = inhibition, hits mostly inhibitors; purified 12hLO, xylenol orange hydroperoxide absorbance; 580,000 tested, 1.1% active; note: potency is the fitted concentration of half-maximal effect; % is set by controls: 0 for no effect and ±100 for the full control effect
Target sequence (P18054 whole entry, looked up): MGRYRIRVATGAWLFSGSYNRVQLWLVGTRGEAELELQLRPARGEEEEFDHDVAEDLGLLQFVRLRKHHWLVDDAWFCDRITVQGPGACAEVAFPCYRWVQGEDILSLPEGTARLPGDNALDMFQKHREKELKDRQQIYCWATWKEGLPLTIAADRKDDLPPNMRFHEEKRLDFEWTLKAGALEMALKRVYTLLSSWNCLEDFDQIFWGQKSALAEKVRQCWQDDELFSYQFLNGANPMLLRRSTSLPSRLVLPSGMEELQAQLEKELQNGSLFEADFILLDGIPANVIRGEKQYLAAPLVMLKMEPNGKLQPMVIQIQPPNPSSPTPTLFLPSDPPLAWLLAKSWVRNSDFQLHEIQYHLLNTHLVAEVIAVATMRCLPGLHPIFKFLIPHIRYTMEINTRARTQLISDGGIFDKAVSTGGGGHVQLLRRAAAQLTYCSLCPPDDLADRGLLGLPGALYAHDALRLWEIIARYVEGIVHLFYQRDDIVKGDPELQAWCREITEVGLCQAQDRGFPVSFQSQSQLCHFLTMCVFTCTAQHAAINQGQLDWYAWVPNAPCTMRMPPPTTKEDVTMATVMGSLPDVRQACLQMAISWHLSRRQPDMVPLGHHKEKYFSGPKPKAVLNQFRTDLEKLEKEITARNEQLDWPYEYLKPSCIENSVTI
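Hydroperoxide product was detected by ferrous iron/xylenol orange as the 573 to 405 nm absorbance ratio. Arachidonic acid at 40 uM (final) was turned over for 30 min at room temperature by 150 nM human 12hLO, pH 7.0 Hepes buffer, after 15 min compound preincubation.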
* marks the source's active call; other numbers are inactive results; ? = inconclusive; . = not tested or not shown; & = joins results of further samples; [ ] = remark or other dose. Unless noted, calls come from the whole dose curve; as a rule, active = well fitted curve in the direction sought with a large enough effect; inconclusive = small, poorly fitted or top-dose-only effect, or another doubt; inactive = no such curve, though single readings can be large; an effect the other way counts as inactive or inconclusive. An excerpt; rates above refer to the full screens.

SMILES | D2 antagonist | GRP78 ERSR act | D2 ag | ERG Ets-DNA blk | Vif-APOBEC3F blk | LDHA block | Vif-A3G inh | RGS4 inhibitor | ALOX12 inh
NP(=O)(OCCCc1ccccc1)Oc1ccc(Cl)cc1 (stereo not drawn) | 8 | -1% | -1.1 | 1% | -4% | -1 | 0% | 0% | -2%
CCOC(=O)c1c(N)n(CCN2CCOCC2)c2nc3ccccc3nc12 | -10 | -2% | 3.6 | . | -1% | -2 | 1% | 10% | -13%
O=[N+]([O-])c1cc([As](=O)(O)O)ccc1O | 11 | 5%&-4%&0% | 0.2 | 1% | -1% | -6 | -4% | 7% | -5%
Cc1ccc(Cl)cc1NC(=O)Cn1c(=O)oc2cc(S(=O)(=O)N3CCCCCC3)ccc21 | . | ? | 1.0 | -5% | ? | -5 | -8% | 6% | -13%
CC[C@H](C)/C=C(C)/C=C/C1=CC2=C(Cl)C(=O)[C@](C)(OC(C)=O)C(=O)C2=CO1 | . | -3% | . | 28% | 4% | 5 | -7% | ? | .
CCCCCCCCCCCCn1ccc(=N)cc1 | . | -15% | . | -3% | -4% | -8 | 0% | -6% | 3%
CCOc1cc(C=C2C(=O)NC(=O)NC2=O)ccc1OCC(=O)N1CCOCC1 | -1 | 2% | -1.0 | -8% | 8% | 4 | -1% | -49% | -29%
O=[N+]([O-])c1ccc(NCc2ccc(Cl)cc2)c2ccncc12 | 12 | -4% | -0.4 | -3% | 4% | 23 | -4% | -4% | 0%
CCOC(=O)c1ccc(N2C(=O)CC(N3CC=C(c4ccc(F)cc4)CC3)C2=O)cc1 (stereo not drawn) | -9 | -1% | -1.2 | 0% | -6% | -2 | -5% | -48% | ?
CN(CCCCC(=O)/C=N/O)Cc1ccccc1 (tested in a mixture with another compound) | -5 | -1% | 1.1 | 2% | -3% | 4 | 0% | -6% | 0%
Cc1ccccc1NC(=O)c1cc(-c2ccccc2)n(CCCN2CCOCC2)c1C | -5 | -3% | 0.9 | -3% | -7% | 4 | -7% | -2% | 7%
NC(=O)OCCCc1ccccc1 | . | 6%&-4% | . | 10% | -1% | -1 | 1% | -8% | 36%[activator]
COc1ccc(CCn2c(O)c(C=NCc3cccnc3)c(=O)[nH]c2=O)cc1OC | -14 | -3% | 1.1 | -5% | -10% | -4 | -16% | -22%[11.4 µM] | 0%[57.4 µM]
Cn1c(O)c(C2=NN(C(=O)CCl)C(c3ccccc3)C2)c(=O)n(C)c1=O (stereo not drawn) | -4 | 7% | -0.7 | -5% | -2% | 4 | 3% | 21% | 12%
CCCCCCCn1c(=O)c(C(=O)Nc2cnccn2)c(O)c2ccccc21 | 3 | 1% | -1.8 | 3% | 3% | 3 | 1% | -17% | 400%[activator]
Nc1c(C(=O)NCCN2CCOCC2)c2nc3ccccc3nc2n1Cc1ccco1 | -15 | 0% | 3.9 | 1% | -3% | 2 | -5% | -12% | 0%
OCC(Br)CBr (stereo not drawn) | -1 | -3% | 0.1 | 6% | 8% | -6 | -1% | -5% | -3%
COC(=O)C1=C(c2cc3ccccc3s2)C[C@@H]2CC[C@H]1N2C(=O)NCc1cccc2ccccc12 | . | -3% | . | -13% | 7% | 2 | -4% | 4% | 2%
Cc1cccc(OP(=O)(Oc2ccccc2)OC(c2ccccc2)C(F)(F)F)c1 (stereo not drawn) | -11 | -5% | 0.0 | -9% | -19% | 3 | -2% | -30% | -30%
OC1C2CN3CN(C2)CC1(c1ccccc1)C3 (stereo not drawn) | -11 | -4% | 0.9 | -6% | 3% | -4 | 2% | -6%[56.9 µM] | -1%
Clc1cnc(Oc2ccc(Oc3ncc(Cl)cc3Cl)cc2)c(Cl)c1 | -2 | -4%&-5%&-4% | -0.1 | . | -4% | -3 | 0% | 16%[56.9 µM] | -15%&2%
CCOc1ccccc1-n1c(O)c(C=Nc2c(C)n(C)n(-c3ccccc3)c2=O)c(=O)[nH]c1=O | -14 | -2% | 0.5 | . | -2% | -13 | 1% | 9% | -18%
c1cncc(CNC2=NCCCCC2)c1 | 6 | -3% | 18 | 3% | -7% | -12 | 3% | -3% | 0%
CC1=C2C3OC(=O)C(C)C3CC[C@@]2(C)C=CC1=O (stereo partly drawn) | 13 | -4%&-2% | -0.6 | -26% | 2% | -6 | 1% | 20% | -8%
O=C1NC(=O)C(=Cc2ccsc2)C(=O)N1 | 10 | -3% | 0.1 | -3% | 1% | 6 | -11% | -39% | ?
Cc1cc(C)cc(N2C(=O)NC(=O)/C(=C\c3cccn3-c3ccc(Cl)cc3)C2=O)c1 | 38* | ? | -0.4 | 6% | -2% | -7 | -12% | -24% | 297%[activator]
CC(=O)O[C@H]1CC[C@@]2(C)C(=CC[C@@H]3[C@@H]2CC[C@]2(C)C(=O)CC[C@@H]32)C1 | -2 | -1% | 0.4 | -19% | -24% | -7 | 0% | 14% | .
O=C(COc1ccc(Cl)cc1)Nc1ccc(Cl)cc1C(=O)c1ccccc1 | . | -1% | . | -2% | -5% | -13 | -1% | -3% | -8%
COc1ccc(CCNCC2CCCO2)cc1 (stereo not drawn) | -3 | -2% | 0.5 | -19% | 0% | -6 | -4% | -3% | 0%
CCOc1cccc(CNCCc2c(C)[nH]c3ccc(OC(F)(F)F)cc23)c1O | 5 | -7% | -0.4 | -8% | -3% | -2 | -4% | -22% | 40µM*
COc1cccc(Oc2c(C)oc3cc(OC(=O)N(C)C)ccc3c2=O)c1 | -11 | -4% | 0.5 | -7% | -3% | -11 | 1% | 14% | 26%
COCCCNC(=O)c1c(NC(=O)c2ccccc2Cl)n(Cc2ccccc2)c2nc3ccccc3nc12 | 12 | -4% | 3.6 | 1% | 14% | -12 | 1% | -3% | -4%
CC1c2ccccc2-n2nncc2CN1CC1CCCCC1 (stereo not drawn) | . | -1% | . | 1% | 4% | -1 | 3% | 0% | -27%
BrCC(Br)(Br)Br | 4 | -4% | 1.1 | -4% | 0% | -7 | 0% | 2% | 3%
O=C1NC(=O)C(=Cc2ccc3ccccc3c2)C(=O)N1 | 3 | 0% | -1.6 | 9% | -3% | -2 | 3% | ? | ?
COc1c(C)cc(C(=O)C2CCCN(Cc3cnc(C)s3)C2)cc1C (stereo not drawn) | 0 | -4% | 0.0 | -13% | 4% | -7 | -1% | -1% | ?
COc1cc(CN2CCN(c3cc(C)ccc3C)CC2)ccc1O | 16 | -1% | 0.1 | 5% | -1% | -5 | 0% | -16% | -31%
CCc1c(C(=O)NN2C(=O)C3C4CCC(O4)C3C2=O)csc1C (stereo not drawn) | -14 | 1% | 0.3 | -12% | -4% | -5 | -10% | -13% | -11%
CNC(C(=O)c1ccccc1)C(OC)c1ccccc1 (stereo not drawn) | -3 | -2% | -0.5 | -3% | . | 2 | -1% | -30% | ?
COC(=O)C1=C(c2ccc(-c3ccccc3)c(F)c2)C[C@@H]2CC[C@H]1N2C(=O)NCCO | 4 | -3% | 0.5 | -2% | -2% | 4 | 5% | -3% | 7%
CC1CC(C)CN(CC(=O)c2ccc(OC(F)F)cc2)C1 (stereo not drawn) | -6 | -3% | -0.5 | 4% | 5% | 0 | -2% | 13% | -14%
CCOC(=O)CCCc1cc[c]([Sb](=[O])([OH])[OH])cc1 | . | -8% | . | . | . | 0 | 2% | -3% | .
COC(=O)CSc1cc([N+](=O)[O-])cc2c1c(C1OCCO1)nn2-c1ccccc1 | -5 | -3% | -0.6 | 4% | ? | 0 | -2% | 2% | 2%
CCOc1ccc(CN(CCc2ccc3c(c2)OCO3)Cc2cc(OC)ccc2O)cc1 | . | -3% | -0.4 | 1% | -11% | -5 | 3% | -1% | ?
COc1ccc2[nH]c3c(c2c1)CCNC3 | -1 | -6%&-2% | 13 | -3% | 2% | 3 | 0% | ? | ?

The final 2 entries of the part before are carried over, then new ones follow:
SMILES | D2 antagonist | GRP78 ERSR act | D2 ag | ERG Ets-DNA blk | Vif-APOBEC3F blk | LDHA block | Vif-A3G inh | RGS4 inhibitor | ALOX12 inh
CCOc1ccc(CN(CCc2ccc3c(c2)OCO3)Cc2cc(OC)ccc2O)cc1 | . | -3% | -0.4 | 1% | -11% | -5 | 3% | -1% | ?
COc1ccc2[nH]c3c(c2c1)CCNC3 | -1 | -6%&-2% | 13 | -3% | 2% | 3 | 0% | ? | ?
CC(C)(CN)CC(=O)O | 2 | -3% | 0.6 | 0% | 1% | 2 | 2% | 20% | -13%
C=C1C(=O)OC2CC3(C)OC3CCC(C)=CC(OC(C)=O)C12 (stereo not drawn) | . | -14% | . | -2% | -6% | -6 | ? | -24% | -7%
CCn1c(C)c(C(=O)O)c2cc(OC)ccc21 | -4 | -7% | 0.5 | 3% | 0% | -2 | 1% | -25% | 4%
C/C(=N\N1CCCCC1)c1c(O)[nH]c(=O)[nH]c1=O | 0 | -7% | -1.3 | -1% | -7% | -3 | -5% | 3% | 14%
O=C1CN=C(c2ccccc2Cl)c2cc(Br)ccc2N1 | . | -4% | . | -4% | 3% | -1 | -14% | 8% | ?
CC(=O)O[C@]1(c2ccccc2)CCN(C)[C@H]2CCCC[C@@H]21 | 29 | -6% | 1.0 | 8% | -9% | 6 | -1% | -26%[56.9 µM] | -10%
CCOC(=O)c1c(C)[nH]c(C)c1C(=O)C(Cc1ccccc1)N(C)C (stereo not drawn) | -5 | 3% | 0.2 | -3% | -8% | -4 | 2% | 4% | 29%
